LMP1 NFkB inh = inhibitors of Epstein-Barr LMP1-induced NF-kappaB reporter | 350,000 tested, 0.69% active | inhibition, % at 12.5 µM | AID 504558 | LMP1-induced NF-kappaB luciferase reporter cells, luminescence; in the data active means inhibition above about 41%;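 further: 0% = neutral control wells and 100% = reference inhibitor control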
C8 TRAIL sens = sensitizes caspase-8 expressing cells to TRAIL. inhibition (viability loss, TRAIL sensitization), % at 10 µM. NB7+C8 cells + TRAIL, ATPlite viability luminescence. 360,000 tested, 1% active. AID 624354;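 active means compounds causing at least 50% loss of cell viability in the single-dose screen, relative to plate controls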
Shn3 3UTR inh = inhibitors of Schnurri-3 3'UTR reporter in osteoblasts; 360,000 tested, 0.52% active; inhibition, % at 12.5 µM; Clone20 osteoblast Shn3 3'UTR firefly luciferase, 24 h;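 active means mean inhibition of at least 75% with every replicate also reaching 75%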;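 further: 0% = median of neutral control wells and 100% = pilot-screen positive control compound; some compounds past the cut are filed as inactive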
NR2E3 ag-1 = agonists of human NR2E3 nuclear receptor | AID 602229 | CHO-S Gal4-NCOR/VP16-NR2E3 two-hybrid, luciferase | inhibition of corepressor binding, % at 3.98 µM | 360,000 tested, 0.35% active | Q9Y5X4;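 active means inhibition above the mean of all tested compounds plus 3 SD, cut at about 70% in these data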;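 further: 0% = DMSO with NR2E3 transfected cells and 100% = cells lacking NR2E3 construct; higher means lower luciferase signal from less NR2E3 corepressor binding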
Target sequence (Q9Y5X4 whole entry, looked up, the tested form may be a part): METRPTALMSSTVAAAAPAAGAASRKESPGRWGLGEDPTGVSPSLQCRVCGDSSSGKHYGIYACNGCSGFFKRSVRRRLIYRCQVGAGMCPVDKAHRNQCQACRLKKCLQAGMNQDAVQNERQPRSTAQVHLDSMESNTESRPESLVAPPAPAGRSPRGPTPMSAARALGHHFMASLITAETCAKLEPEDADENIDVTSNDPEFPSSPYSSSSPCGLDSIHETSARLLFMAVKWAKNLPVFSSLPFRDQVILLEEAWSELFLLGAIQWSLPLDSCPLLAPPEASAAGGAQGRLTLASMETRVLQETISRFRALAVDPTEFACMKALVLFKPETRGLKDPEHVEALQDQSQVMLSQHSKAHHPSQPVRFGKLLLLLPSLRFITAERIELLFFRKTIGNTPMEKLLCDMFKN
NR2E3 ag-2 = activates human photoreceptor nuclear receptor NR2E3; AID 2300; Q9Y5X4; GST-NR2E3/biotin-RetCOR TR-FRET, 1536-well; inhibition of corepressor binding, % at 4.78 µM; 320,000 tested, 0.12% active;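 active means percent inhibition above the cutoff of mean plus 3 SD of all tested compounds, set per screening campaign, cut at about 20% in these data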;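 further: 0% = DMSO wells and 100% = biotin wells as full block of FRET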
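Format: 1536-well format; test system: GST-NR2E3 and biotin-RetCOR proteins; read-out basis: percent inhibition of TR-FRET ratio; timing: 5 h incubation at 4 °C; detection: time-resolved FRET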
HIF-2a block = HIF-2a inhibition; AID 624352; 360,000 tested, 0.72% active; inhibition, % at 18.8 µM; 786-0 RCC cells HIF-2a reporter, luciferase luminescence, overnight;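 active means inhibition of the luminescence signal of 40% or more relative to plate controls, in a single-dose primary screen at 18.75 µM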
CF NFkB inh = cystic fibrosis NF-kB activation inhibition | KKLEB NF-kB-GFP reporter, PAF-induced, GFP fluorescence overnight | inhibition, % at 5 µM | 360,000 tested, 0.86% active | AID 588850;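 active means at least 50% inhibition at 5 µM, scaled per plate between neutral and stimulator controls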;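 further: PAF is a Pseudomonas aeruginosa culture filtrate used as stimulus; plate controls were PAF-stimulated DMSO wells for no effect and unstimulated DMSO wells for full effect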
Peg3 prom inh = reduces Peg3 promoter-driven luciferase expression in HeLa. inhibition, % at 20 µM. AID 588405. HeLa PEG-Prom luciferase reporter, luminescence, overnight. 360,000 tested, 1.7% active;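 active means inhibition of at least 50% at 20 µM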
TRPM1 prom inh = MITF TRPM1 promoter inhibition in SK-MEL-5 cells; SK-MEL-5 TRPM1 promoter luciferase, 24 h; inhibition, % at 12.5 µM; 330,000 tested, 0.83% active; AID 488899;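 active means mean inhibition across replicates of 60% or more, whatever share of single replicates reaches that level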; further: values of inactives mirror those of a sister screen read the other way
KKLEB cytotox = CF airway cell cytotoxicity counter-screen | 360,000 tested, 0.36% active | activity change (cytotoxicity), % at 5 µM | KKLEB CF airway cells viability, ATPlite luminescence, overnight; hits give low values; cells stimulated with P. aeruginosa culture filtrate | AID 602141;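 active means corrected activity change at or below -50% at 5 µM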
hiPSC survival = hiPSC single-cell survival enhancement | ATPlite luminescence; 100% = ROCK inhibitor wells, 0% = DMSO | survival enhancement, % at 20 µM | AID 602274 | 360,000 tested, 0.044% active; in the data active means survival enhancement above about 18%;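 further: cells exposed to compounds for 16 hours before the ATP read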
* hit, by the source's call; / = not tested or not shown. These rows are one share of the data; the hit share may differ from the screen's.

SMILES	LMP1 NFkB inh	C8 TRAIL sens	Shn3 3UTR inh	NR2E3 ag-1	NR2E3 ag-2	HIF-2a block	CF NFkB inh	Peg3 prom inh	TRPM1 prom inh	KKLEB cytotox	hiPSC survival
COc1ccc(C(=O)C2CCCN(Cc3cccc(C)n3)C2)c(OC)c1 (stereo unspecified)	0	13	3	-15	1	8	10	-1	13	-5	-0.1
c1ccc2sc(NC3=NCCN3)nc2c1	-12	-2	-23	-35	-2	-136	-4	-108	-29	-6	-2.2
Cc1ccc(-n2c(C)cc(/C=C3/C(=O)NC(=O)N(Cc4ccco4)C3=O)c2C)cc1	-19	-8	13	-34	2	5	10	4	9	-2	5.5
O=C(COc1ccccc1)N1CCN(CCN2C(=O)c3cccc4cccc(c34)C2=O)CC1	1	-2	24	-11	-3	8	-17	-2	-2	-6	-0.6
CC1N(O)C2CCCCCC2N1O (stereo unspecified)	3	2	6	-26	-2	17	-12	7	6	16	1.8
O=c1cc(C(F)(F)F)c2cc3c4c(c2o1)CCCN4CCC3	11	-2	15	-20	2	19	-26	-6	2	-11	-0.2
COc1ccc(N2C(=O)/C(=C/c3ccco3)C(=O)NC2=S)cc1	8	-36	-65	-27	2	9	-6	3	-1	2	0.9
CCC1([N+](=O)[O-])COP(N)(=O)OC1 (stereo unspecified)	-1	-16	13	6	/	8	9	2	2	-4	2.7
CN1CCN(c2ccc(C(N)=O)cc2N)CC1	-14	-9	-35	-6	0	-7	5	-15	2	-1	1.7
COC(=O)C1=C(c2ccc(OC(F)(F)F)cc2)C[C@@H]2CC[C@H]1N2C(=O)NCCCOC(C)C	0	-10	19	-4	4	8	-8	-1	6	-3	4.1
CCOC(=O)N(c1ccccc1)P1(=S)OCCO1	-5	2	-19	-16	0	6	-15	5	-1	7	4.1
COC(=O)C1=C(c2ccc(OC(F)(F)F)cc2)C[C@@H]2CC[C@H]1N2C(=O)NC(C)C	-3	-5	-5	-10	1	5	-10	10	1	10	-0.6
NC(Cc1ccccc1)c1nn[nH]n1 (stereo unspecified)	3	2	-5	-8	/	-1	-18	-4	7	30	0.8
CC(=NC(C)c1ccccc1)c1c(O)[nH]c(=O)[nH]c1=O (stereo unspecified)	3	-12	-4	-9	1	18	3	18	6	3	0.6
CCOc1cc(C=O)ccc1O	-1	-23	-13	15	/	3	-9	-4	/	-8	1.8
COP(=O)(OC)C(Nc1ccccn1)c1ccccc1 (stereo unspecified)	3	-6	-1	21	-3	3	-7	27	-13	16	1.1
CC(NC(=O)Cc1cccc2ccccc12)C(=O)N1CCC(=O)CC1 (stereo unspecified)	5	5	-27	3	3	2	-6	5	5	0	0.4
CCOC(=O)C1SC2(C(F)(F)F)CC1(O)c1c(C)cc(C)nc1O2 (stereo unspecified)	10	15	8	6	1	-18	16	21	21	3	1.5
O=C1NC(=S)NC(=O)C1C1CCCCC1	2	-41	-13	18	-2	15	-1	7	1	-4	1.9
CC(C)C1C(C#N)=C(N)Oc2c1c(=O)oc1ccccc21 (stereo unspecified)	4	-3	-12	3	/	-6	-5	17	/	-11	1.0
C=COCCn1c(C)c(C(C)=O)c2cc(O)ccc21	-4	27	15	-17	0	21	-12	17	1	5	0.7
CC(C)CNC(=O)/C=C/C=C/CCCCCC/C=C/c1ccc2c(c1)OCO2	4	14	20	-3	/	8	-8	4	2	2	6.6
S=P1(Oc2ccccc2)Nc2ccccc2N1	14	7	-10	-109	/	-17	5	-1	-9	-2	1.7
Cc1ccc2c(C)cccc2c1	0	-1	9	-3	/	6	7	6	5	-4	0.9
COc1ccc(NC(=O)N2CCC3(CC2)OCCO3)cc1OC	-2	4	-5	11	-1	7	1	1	9	2	-2.7

Copied from the list.
Value for NC(Cc1ccccc1)c1nn[nH]n1 (stereo unspecified) under LMP1 NFkB inh: 3
Value for Cc1ccc2c(C)cccc2c1 under KKLEB cytotox: -4
Value for COC(=O)C1=C(c2ccc(OC(F)(F)F)cc2)C[C@@H]2CC[C@H]1N2C(=O)NC(C)C under KKLEB cytotox: 10
Value for CC(=NC(C)c1ccccc1)c1c(O)[nH]c(=O)[nH]c1=O (stereo unspecified) under C8 TRAIL sens: -12

The results go on:
SMILES	LMP1 NFkB inh	C8 TRAIL sens	Shn3 3UTR inh	NR2E3 ag-1	NR2E3 ag-2	HIF-2a block	CF NFkB inh	Peg3 prom inh	TRPM1 prom inh	KKLEB cytotox	hiPSC survival
CCCCCCn1c(=O)c(C(=O)Nc2nc(CC(=O)OCC)cs2)c(O)c2ccccc21	30	-2	16	-18	2	26	-3	45	28	5	-0.6
O=C1NCN(c2ccccc2)C12CCN(C(c1nnnn1Cc1ccccc1)C1CC1)CC2 (stereo unspecified)	/	-19	-24	-7	/	10	1	7	/	-9	0.1
COC(=O)c1c2[n+](cc3cc(OC)c(OC)cc13)CCc1cc(OC)c(OC)cc1-2	-5	-21	-3	-18	-1	20	5	-1	8	4	-0.6
Cc1ccc(N2C(=O)NC(=O)/C(=C/c3ccoc3)C2=O)cc1	-5	-1	11	-21	/	25	2	5	2	2	1.1
Cc1cc(C)cc(NC(=S)NC2CC3CCCC(C2)N3Cc2cccs2)c1 (stereo unspecified)	1	4	20	-6	1	-10	10	25	-3	-10	-5.1
COc1cc2c(c(OC)c1OC)-c1ccc(O)c(=O)cc1[C@@H](N)CC2	-5	12	-6	-15	1	17	-3	-3	2	-31	-0.5
CCN(CC)c1ccc(CNCCc2ccc(F)cc2)cc1	-20	10	16	-4	1	21	8	64*	0	-8	-0.3
O=[N+]([O-])c1ccc(CN2CC=C(c3ccccc3)CC2)cc1	43*	-2	12	9	4	-16	5	9	7	-16	0.2
Cc1cc(OCC(=O)NC(Cc2ccc(Cl)cc2)C(=O)O)c2c3c(c(=O)oc2c1)CCC3 (stereo unspecified)	-3	1	-12	-24	0	9	-10	6	3	6	1.8
CCOC(=O)[C@@]1(C#N)C(c2ccc(Cl)c(Cl)c2)[C@H](C(N)=O)N2C=C(C(C)=O)C=C[C@H]21 (stereo partly specified)	5	-12	10	-44	-3	-38	22	-19	9	-11	0.0
CCn1ccnc1CN1CCCC(C(=O)c2ccc(SC)cc2)C1 (stereo unspecified)	-2	2	44	14	1	6	-9	2	19	-21	-1.9
CC1CCCC(C2(O)C(=O)Nc3ccccc32)C1=O (stereo unspecified)	-1	3	5	21	0	7	4	1	18	0	4.5
C=CCn1c(O)c(C(C)=NCC2CCCO2)c(=O)[nH]c1=O (stereo unspecified)	-7	-19	-5	-13	0	6	1	8	12	4	0.2
CCC1CCC(C)N(N=O)C1 (stereo unspecified)	-1	-5	-1	22	/	9	1	11	-2	-24	-1.7
CCC[N+]12CCC(CC1)C(=C(c1ccccc1)c1ccccc1)C2	-3	7	19	6	-1	7	19	-4	1	0	-0.6
CCn1cc(C(=O)c2cccs2)c2ccccc21	10	2	9	-6	4	-11	11	2	5	-2	1.4
Cc1cccc(OCC(=O)N2CCN(Cc3ccc4c(c3)OCO4)CC2)c1	1	-5	21	7	0	1	5	7	17	9	-0.3
COC(=O)C1=C(c2ccc(F)cc2OCc2ccccc2)C[C@@H]2CC[C@H]1N2C(=O)NCc1ccc(Br)cc1	-5	6	12	3	2	20	21	21	7	-10	-0.5
Cn1c(=O)cc(OCCCC(=O)N2CCC3(CC2)OCCO3)c2ccccc21	2	12	-23	3	0	-3	-14	-6	-7	-6	6.7
O=c1cccc2n1CC1CC2CN(c2nc(N3CCCCC3)nc(N3CCCCC3)n2)C1 (stereo unspecified)	-2	-13	-4	-28	2	17	2	-2	-6	9	0.2
O=C(COc1ccccc1)N1CCN(Cc2c[nH]c3ccccc23)CC1	-8	0	-3	-11	2	18	-13	-13	21	-4	-0.2
Cc1cccc(C)c1-n1nnnc1C(c1cc2ccccc2o1)N1CCC(n2c(=O)[nH]c3ccccc32)CC1 (stereo unspecified)	/	-10	96*	16	/	-41	25	102*	/	-4	0.2
OC12Oc3ccccc3C=C1N1CCC2CC1 (stereo unspecified)	-4	2	-1	-24	1	6	-8	11	-4	6	-0.6
CCOc1ccc(-n2c(O)c(C=NCCN(CC)CC)c(=O)[nH]c2=O)cc1	-7	-5	-17	-6	-4	15	-8	0	6	-24	-3.0
Cc1cccc(C#N)c1	2	1	-37	-6	0	6	14	3	1	-12	-0.6
Cc1nc2ccccn2c1P(=S)(N1CCCCC1)N1CCCCC1	-3	-20	-2	-13	0	18	5	32	-2	-5	2.4
COc1ccc(CCn2c(O)c(C=NC3CC3)c(=O)[nH]c2=O)cc1OC	-5	-4	20	-8	0	8	-9	15	13	9	-3.7

2 compounds drawn at random from the list so far, as already listed:
SMILES	LMP1 NFkB inh	C8 TRAIL sens	Shn3 3UTR inh	NR2E3 ag-1	NR2E3 ag-2	HIF-2a block	CF NFkB inh	Peg3 prom inh	TRPM1 prom inh	KKLEB cytotox	hiPSC survival
OC12Oc3ccccc3C=C1N1CCC2CC1 (stereo unspecified)	-4	2	-1	-24	1	6	-8	11	-4	6	-0.6
O=c1cccc2n1CC1CC2CN(c2nc(N3CCCCC3)nc(N3CCCCC3)n2)C1 (stereo unspecified)	-2	-13	-4	-28	2	17	2	-2	-6	9	0.2

Filtered by structure: the compounds so far containing a thiophene ring, fused or not
SMILES	LMP1 NFkB inh	C8 TRAIL sens	Shn3 3UTR inh	NR2E3 ag-1	NR2E3 ag-2	HIF-2a block	CF NFkB inh	Peg3 prom inh	TRPM1 prom inh	KKLEB cytotox	hiPSC survival
Cc1cc(C)cc(NC(=S)NC2CC3CCCC(C2)N3Cc2cccs2)c1 (stereo unspecified)	1	4	20	-6	1	-10	10	25	-3	-10	-5.1
CCn1cc(C(=O)c2cccs2)c2ccccc21	10	2	9	-6	4	-11	11	2	5	-2	1.4

High-throughput results from PubChem BioAssay.
